# Screening results: PubChem BioAssay, National Center for Advancing Translational Sciences (NCATS)
# AmpC inh detg – qHTS Inhibitors of AmpC Beta-Lactamase (assay with detergent). AmpC hydrolysis of nitrocefin, absorbance 480 nm, 0.01% Triton. P00811. Potency, µM (titrated, usually from 114 µM), for the others: top-dose activity change, negative = inhibition, actives largely listed as inhibitors. hit rate 0.041% among 370,000;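 further: potency means the concentration at half of the fitted maximal effect; 0% = no-compound wells and -100% = no-enzyme wells; nearly all actives have a fitted effect of over 25% in size; some results filed as inactive show a strong effect at the top dose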
# Target sequence (P00811 whole entry, looked up): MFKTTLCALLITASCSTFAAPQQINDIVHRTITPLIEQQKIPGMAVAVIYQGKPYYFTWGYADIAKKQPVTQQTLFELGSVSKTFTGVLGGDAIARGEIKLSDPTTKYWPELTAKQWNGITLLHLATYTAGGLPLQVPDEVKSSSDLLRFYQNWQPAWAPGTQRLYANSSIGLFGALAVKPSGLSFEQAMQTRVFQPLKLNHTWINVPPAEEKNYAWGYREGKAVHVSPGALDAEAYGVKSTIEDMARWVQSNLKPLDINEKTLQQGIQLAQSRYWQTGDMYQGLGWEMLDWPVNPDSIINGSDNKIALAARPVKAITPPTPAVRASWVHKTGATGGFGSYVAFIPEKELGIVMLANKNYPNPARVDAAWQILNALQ
#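 AmpC (5.3 nM in the dispensed reagent) in 20 mM phosphate pH 7.0 with 0.01% (detergent screen) or 0.0001% Triton X-100 was preincubated with compounds for 15 min at room temperature. Nitrocefin was then added from an 800 uM solution, and hydrolysis was followed at 480 nm.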
# LmPK inh – qHTS Assay for Inhibitors of Leishmania Mexicana Pyruvate Kinase (LmPK); purified LmPK, Kinase-Glo ATP luminescence, 1 h; Q27686; Potency, µM (series often up to 57.5 µM), inactives show at the highest dose activity change, negative = inhibition, hits mostly inhibitors; AID 1721, 2009; hit rate 0.37% among 290,000; further: potency means the concentration at half of the fitted maximal effect
# Target sequence (Q27686 whole entry, looked up): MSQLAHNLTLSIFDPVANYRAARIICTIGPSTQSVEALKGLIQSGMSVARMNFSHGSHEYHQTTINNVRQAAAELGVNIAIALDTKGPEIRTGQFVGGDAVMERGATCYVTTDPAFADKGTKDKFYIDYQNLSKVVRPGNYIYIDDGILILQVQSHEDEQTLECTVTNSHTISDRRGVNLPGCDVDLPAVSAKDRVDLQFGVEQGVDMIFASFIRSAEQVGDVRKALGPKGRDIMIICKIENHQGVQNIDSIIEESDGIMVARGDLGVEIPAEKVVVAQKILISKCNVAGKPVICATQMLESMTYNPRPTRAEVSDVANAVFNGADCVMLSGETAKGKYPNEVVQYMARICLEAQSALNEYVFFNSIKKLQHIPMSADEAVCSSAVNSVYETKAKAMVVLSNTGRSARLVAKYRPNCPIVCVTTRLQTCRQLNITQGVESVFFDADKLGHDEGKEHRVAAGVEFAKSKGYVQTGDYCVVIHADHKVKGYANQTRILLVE
#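 In 50 mM imidazole pH 7.2 with 7 mM MgCl2, LmPK (0.1 nM) turned over PEP (0.5 mM) and ADP (0.1 mM) for 1 h at room temperature. Luciferase read-out of ATP.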
# AmpC inh no detg – qHTS Inhibitors of AmpC Beta-Lactamase (assay without detergent). P00811. AmpC nitrocefin hydrolysis, absorbance 480 nm, 0.0001% Triton. Potency, µM (titrated, usually from 57.1 µM), without a hit: at the highest dose activity change, negative = inhibition, most hits filed as inhibitors. hit rate 0.52% among 330,000. AID 485341, 2010;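 further: potency means the concentration at half of the fitted maximal effect; plate controls were no compound for no effect and no enzyme for full effect; nearly all actives have a fitted effect of over 20% in size; some results filed as inactive show a strong effect at the top dose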
#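 AmpC (5.3 nM in the dispensed reagent) in 20 mM phosphate pH 7.0 with 0.01% (detergent screen) or 0.0001% Triton X-100 was preincubated with compounds for 15 min at room temperature. Nitrocefin was then added from an 800 uM solution, and hydrolysis was followed at 480 nm.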
# TbPYK inhibitor – qHTS of Trypanosoma Brucei Inhibitors. TbPYK enzyme, Kinase-Glo Plus ATP luminescence, 45 min. Potency, µM (top dose mostly 76.8 µM), for the others: at the top dose activity, negative = inhibition, most hits filed as inhibitors. hit rate 0.12% among 410,000; further: potency means the concentration at half of the fitted maximal effect; nearly all actives have a fitted effect of over 50% in size
#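 ADP (130 uM final) triggers the TbPYK reaction after compound addition; incubation is 45 min at room temperature. Kinase-Glo Plus is then added and luminescence imaged. Normalized data are fitted to concentration-effect curves.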
# HCMV inh – qHTS Assay for inhibitors of the human cytomegalovirus (HCMV). HFF cells, HCMV-luciferase reporter, 72 h; active compounds read low. activity change, negative = inhibition, % at 57.5 µM. hit rate 4.5% among 410,000. AID 1259415, 2018; in the data active means activity change below about -60%; inconclusive means no clear call, values can overlap the other calls; inactive means above about -39%
#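 Human foreskin fibroblasts infected with luciferase-reporter HCMV at MOI 1 PFU/cell, compounds at two doses. Luciferase measured 72 h post infection; normalized to buffer-only basal and Salinomycin (10uM) controls.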
# Sm TGR inh – qHTS Assay for the Inhibitors of Schistosoma Mansoni Peroxiredoxins | Schistosoma mansoni thioredoxin glutathione reductase (TGR), Q962Y6 | purified TGR, DTNB reduction, TNB absorbance 405 nm | Potency, µM (series often up to 114 µM), for the others: at the highest dose activity change, negative = inhibition, most hits filed as inhibitors | hit rate 3% among 360,000; further: potency means the concentration at half of the fitted maximal effect; nearly all actives have a fitted effect of over 60% in size
#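 Kinetic colorimetric format: TGR-catalysed, NADPH-driven DTNB reduction monitored via TNB absorbance. Enzyme dispensed at 20 nM; compound exposure 15 min at room temperature before reaction start.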
# AMA1 RON2 block – qHTS for Inhibitors of AMA1-RON; Towards Development of Antimalarial Drug Lead: Primary Screen. hit rate 0.2% among 360,000. AlphaScreen AMA1-biotinylated RON2 peptide binding. Potency, µM (titrated, usually from 58.2 µM), for inactives: at the top dose activity change, negative = inhibition, actives largely listed as inhibitors;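 further: potency means the concentration at half of the fitted maximal effect; 0% = vehicle wells and -100% = peptide control; nearly all actives have a fitted effect of over 45% in size; some results filed as inactive show a strong effect at the top dose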
#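 AMA1 (3D7) with his tag at 25 nM final met compounds first, then biotinylated RON2 peptide at 25 nM; detection used donor plus acceptor beads, 10 µg/mL apiece, read by AlphaScreen after 30 min at room temperature.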
# The depositor's hits bear a star; ? = inconclusive; · = not tested or not shown; & = joins results of further samples; [ ] = remark or other dose. Unless noted, the call rests on the fitted dose curve; in most records, active means well fitted curve in the direction sought with a large enough effect; inconclusive means small, poorly fitted or top-dose-only effect, or another doubt; inactive means no such curve, though single readings can be large; an effect the other way counts as inactive or inconclusive. Unless noted, on the % scale 0 is the no-effect control and ±100 the full control effect.
SMILES,AmpC inh detg,LmPK inh,AmpC inh no detg,TbPYK inhibitor,HCMV inh,Sm TGR inh,AMA1 RON2 block
CN(C)C(CNC(=O)c1cnc(Cl)c(Cl)c1)c1ccccc1 (stereo not given),-9%,1%,0%,43%[activator],27,3%,?
Cc1cc(Nc2cccc(Cl)c2)nc2ccc(NC(=O)c3cncc(Br)c3)cc12,18%,·,·,-2%,-100*,?,·
CC(=O)Nc1ccc(S(=O)(=O)N2CCC(c3nc4ccccc4[nH]3)CC2)cc1,4%,0%,-37%,1%,·,4%,-11%
COc1ccccc1CCNC(=O)C1CC(=O)N(c2ccccc2F)C1 (stereo not given),·,·,·,6%,?,·,0%
O=C(COC(=O)c1ccc(Cl)nc1)Nc1cccc(S(=O)(=O)N2CCCCC2)c1,1%,·,-31%,3%,-24,-2%,6%
CCOc1ccc(N(CC)S(=O)(=O)N2CCCC(C(=O)NCc3ccccc3Cl)C2)cc1 (stereo not given),0%,·,·,2%,-15,-1%,·
O=C(NC1CCCC1)C(c1cccnc1)N(C(=O)c1ccco1)c1cccc(F)c1 (stereo not given),4%,-1%,0%,7%,-8,21%,-4%
c1ccc(OCCCCN2CCOCC2)cc1,0%,-1%,-14%,0%,-1,-16%,3%
CCCOc1ccc(-c2c(C(=O)N/N=C/c3ccc(C)o3)nnn2-c2nonc2N)cc1,-1%,2%,-55%,-3%,-17,0%,104%[activator]
Cc1cc(NC(=O)CCNS(=O)(=O)c2ccc3[nH]c(=O)oc3c2)ccc1Br,-4%,-8%,63%,-9%,-11,-7%,-5%
Cc1ccc(C(=O)NC(=S)N2CCN(c3ccccc3F)CC2)cc1,?,2%,-25%,-16%,3,5%,17%
O=C(CCC1CCCCC1)Nc1ccc(C(=O)c2ccncc2)cc1,?,1%,-3%,-1%,?,16%,-22%
CN(CC(=O)Nc1ccccc1C(=O)NC1CC1)Cc1ccc(Cl)s1,1%,·,-3%,-6%,-10,4%,16%
Cc1ccc(S(=O)(=O)c2nc(/C=C/c3ccccc3)oc2N2CCC(C(N)=O)CC2)cc1,·,·,·,24%,-32,·,-8%
CC(C)CC(=O)NC(=S)Nc1cccc2nsnc12,-5%,5%,-25%,-9%,-31,-26%,12%
Cn1c(=O)c(C(=O)O)nn(-c2ccccc2)c1=O,4%,·,·,-1%,0,6%,·
Cc1cccc(Cn2nc(-n3cccc3)c3c(C)cc(C)nc32)c1,?,1%,-6%,-3%,?,-1%,-2%
CCCCN(CCCC)CCCNC(=O)c1ccc2nc(N3CCCCC3)sc2c1,10%,·,·,-9%,58,28µM*,·
COC(=O)c1cc2n(n1)CCN(Cc1ccc(C)cc1)C2=O,0%,1%,-6%,1%,-27,5%,8%
COc1ccc(C(=O)OCC(=O)NC2CCCCCC2)cc1OC,?,·,-1%,2%,-7,0%,14%

# Continued; it opens with the three that closed the last part.
SMILES,AmpC inh detg,LmPK inh,AmpC inh no detg,TbPYK inhibitor,HCMV inh,Sm TGR inh,AMA1 RON2 block
CCCCN(CCCC)CCCNC(=O)c1ccc2nc(N3CCCCC3)sc2c1,10%,·,·,-9%,58,28µM*,·
COC(=O)c1cc2n(n1)CCN(Cc1ccc(C)cc1)C2=O,0%,1%,-6%,1%,-27,5%,8%
COc1ccc(C(=O)OCC(=O)NC2CCCCCC2)cc1OC,?,·,-1%,2%,-7,0%,14%
OCCCn1c(-c2ccccc2)csc1=Nc1ccccc1,1%,0%,42%,-2%,-30,4%,?
O=C(NN=Cc1ccc2c(c1)CCN2)c1cccs1,·,·,·,-9%,63,·,-6%
Clc1ccc(CNCCc2ccc3c(c2)OCO3)cc1,-6%,-4%,-18%,-2%,-12,0%,-9%
O=C(c1cccc(S(=O)(=O)N2CCOCC2)c1)N1CCC(Cc2ccccc2)CC1,-6%,·,205%[activator],-1%,-7,-5%,6%
CCOc1cc(C)ccc1OCc1nnc(SCC(=O)Nc2cccc(C(=O)O)c2)n1-c1ccccc1,-8%,9%,-14%,-8%,13,-3%,3%
CCOC(=O)c1cc(-c2ccccc2)n(-c2cccc(C(=O)N(C)c3ccc(C)cc3)c2)c1C,17%,·,·,-2%[15.4 µM],?,11%,·
CCOC(=O)C1CCCC(NS(=O)(=O)c2ccc(NC(C)=O)cc2)C1 (stereo not given),?,-3%,-18%,3%,28,-35%,-3%
CCN(C[C@H]1N[C@@](CC)(C(=O)OC)[C@H]2C(=O)N(Cc3ccccc3)C(=O)[C@@H]12)C(=O)C1CCCCC1,·,·,143%[activator],0%,-2,·,13%
CCc1ccc([C@@H]2CC=C(C(=O)O)[C@H](c3ccc(C(C)(C)C)cc3)N2S(=O)(=O)c2ccc(C)cc2)cc1,·,·,25%,-8%,-36,·,-2%
Cc1ccc(NC(=O)CSc2nc3ccc(NC(=O)c4ccco4)cc3s2)cc1,-8%,·,·,2%,-62*,-7%,·
COc1ccc2cnn(-c3ccccc3C)c(=O)c2c1OC,?,-1%,-21%,-4%,-33,-5%,6%
CCOC(=O)c1c(NC(=O)c2ccc(OC)cc2)sc2c1CCCCC2,15%,·,·,2%,4,6%,·
S=C1CN=C(c2ccccc2)c2cc(Cl)ccc2N1,2%,3%,-32%,0%,-20,-13%,136%[activator]
COc1ccccc1CNC(=O)C1Cc2ccccc2C(=O)O1 (stereo not given),-1%,2%,-11%,3%,4,·,5%
OCC[C@@H]1C[C@@H](O)[C@H](O)[C@@]2(CCc3ccccc3CO2)O1,-11%,-5%,-14%,-5%,-10,0%,8%
CC(=NNC1=NCCN1)c1cnn(C2=NCCN2)c1C,·,·,·,2%,0,·,13%
O=C(CC1C(=O)NCCN1CC(c1ccccc1)c1ccccc1)NCCc1cn[nH]c1 (stereo not given),5%,12%,47%,-4%,-37,?,21%
O=C(NCCc1csc(-c2ccccc2)n1)c1cccs1,-14%,5%,-18%,-11%,2,-18%,0%
COc1cc(/C=C2\N=C(C)OC2=O)cc(Cl)c1OC(C)=O,-6%,0%,-12%,-1%,-1,10µM*,-8%
C/C(=N/NC(=O)c1cn(-c2cccc(C)n2)cn1)c1ccc(C)cc1,-4%,-6%,-10%,-3%,-23,2%,-8%
COc1cccc(NC(=O)CC2Oc3ccccc3NC2=O)c1 (stereo not given),-7%&25%,1%,-22%,10%&-2%,-34&32,14%&12%,0%
O=C(COc1coc(CN2CCN(c3ccc(F)cc3)CC2)cc1=O)NC1CCCCC1,·,·,·,-1%,-39,·,-12%
COc1ccc(CNCc2ccncc2)cc1OC,-11%,-2%,-9%,2%,15,-13%,9%
CCS(=O)(=O)N1Cc2ccccc2CC1C(=O)Nc1nc2c(C)cccc2s1 (stereo not given),-10%,1%,-18%,5%,100,-11%,0%
S=C1NC2=C(CCCC2)C2(CCCCC2)N1,0%,-1%,-23%,-6%,-37,-30%,-4%
CCOC(=O)c1c(-c2ccccc2)oc2ccc(OCc3cccc(Br)c3)cc12,12%,·,·,4%,2,0%,·
COc1ccc(S(=O)(=O)NCc2ccc(C(=O)NCc3ccccc3)cc2)cc1,1%,·,·,4%,-24,3%,·
O=C(Cc1ccccc1)Nc1ccc(N2CCCC2)cc1,-14%,-26%,-5%,-2%,-30,?,-14%
Cn1c(=O)c2cc(NC(=S)NCc3ccccc3F)ccc2n1C,·,·,·,-10%,-16,·,-6%
Cc1cccc(N2C(=O)NC(=O)/C(=C/c3cc4c(cc3[N+](=O)[O-])OCO4)C2=O)c1,?,6%,-45%,?,55,2.2µM*,-15%
CN(CC(=O)Nc1ccccc1Cl)C1CCCCC1,0%,0%,-3%,-5%,-7,-1%,2%
O=[N+]([O-])c1ccc(F)cc1OCc1nc(-c2cccs2)no1,11%,-2%,-25%,-3%,5,3%,-15%
CN(Cc1ccc(F)cc1)C(=O)c1cc(S(=O)(=O)N2CCCCC2)ccc1N1CCOCC1,-16%,·,-20%,5%,-4,7%,-12%
O=C(O)c1ccccc1N(c1ccccc1)c1ccccc1,·,·,·,1%,6,·,-26%
C[C@@H]1CN([C@@H](C)CO)C(=O)c2cc(Br)cnc2O[C@H]1CN(C)C(=O)CN1CCOCC1,·,·,·,-10%,-7,·,-4%
CCOC(=O)C1=C(C)OC(N)=C(C#N)C1c1cc(SCC)oc1C (stereo not given),3%,-1%,-14%,-4%,-13,45µM*,-12%
COC(=O)CSc1nc2[nH]ncc2c(=O)[nH]1,-4%,1%,-10%,-8%,-18,0%,-6%
COc1cccc(Nc2nc3ccc(C)cc3nc2-n2nc(C)cc2C)c1,11%,·,·,-10%,20,9%,·
CCSc1ncc(Cl)c(C(=O)Nc2nnc(CC)s2)n1,-9%,·,·,4%,-2,0%,·
CN1/C(=C/C(=O)c2nc(S(C)(=O)=O)ncc2Cl)C(C)(C)c2ccccc21,-1%,0%,53%,4%,·,3%,-16%
Cc1ccc(C(C(=O)NC2CCCC2)N(C(=O)c2csnn2)C2CCCC2)o1 (stereo not given),?,-5%,12%,-21%,-17,-22%,7%
CC1ON=C(c2ccccn2)N(Cc2ccc3c(c2)OCO3)C1=O (stereo not given),·,·,·,-2%,?,·,-5%
Cc1c(C(=O)OC(C)C)sc(NC(=O)C2c3ccccc3Oc3ccccc32)c1C(=O)OC(C)C,33%[activator],·,·,-3%,-3,0%,·
CSc1cccc(Nc2cc(C(=O)NCCc3ccc(Cl)cc3)c3ccccc3n2)c1,3%,·,·,-18%,-102*,4%,·
COc1ccc(/C=C(/NC(=O)c2ccccc2)C(=O)N2CCCCC2)cc1OC,-2%,-11%,15%,1%,0,14%,6%
O=C(CNC(=O)c1ccccc1F)N/N=C/c1ccco1,-6%,-2%,-11%,2%,-38,-23%,0%
Cc1ccc(-c2nc3cc(C(C)C)ccc3o2)cc1NC(=O)c1cc2ccccc2o1,1%,·,·,-1%,5,-1%,·
COc1cccc(CC(=O)Nc2ccc(-c3nc4ccccc4s3)cc2)c1,-10%,·,·,3%,71,1%,·
O=C(CC(C(=O)O)c1cccc(Cl)c1Cl)c1ccccc1 (stereo not given),-10%,-1%,-11%,5%,25,-4%,-4%
COC(=O)c1scc(-c2ccc(C)cc2)c1S(=O)(=O)Nc1c(C)cc(C)cc1C,-1%,·,·,4%,19,0%,·
